IL-1B inflam inh – qHTS for Inhibitors of Inflammasome Signaling: IL-1-beta AlphaLISA Primary Screen. 4.7% of 360,000 active. activity change, % at 57.5 µM. THP-1 LPS/ATP IL-1B secretion, AlphaLISA, 16 h; stronger effect = lower value. AID 743279, 2014; in the data active means activity change below about -50%; inconclusive means mostly about -30% to -49%; further: on the % scale 0 is the no-effect control and ±100 the full control effect
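Secreted IL-1B measured by AlphaLISA bead assay after 16 h compound exposure of THP-1 cells; compounds (final up to 57.5 uM) added 1 h before LPS (250 ng/mL) and ATP (1.25 mM) stimulation; lower signal means less secretion.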
KB-3-1 cytotox – qHTS assay for MDR1-selective chemotherapeutics: Primary screen using the parental adenocarcinoma cell KB-3-1. AID 1347075, 2019. 1.4% of 400,000 active. KB-3-1 viability, CellTiter-Glo ATP luminescence, 72 h. Potency, µM (titrated, usually from 46.1 µM), without a hit: at the highest dose activity change, negative = cytotoxic, hits mostly cytotoxic; further: potency means the concentration at half of the fitted maximal effect; on the % scale 0 is the no-effect control and ±100 the full control effect; nearly all actives have a fitted effect of over 60% in size
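Parental KB-3-1 viability, qHTS format: 72 h compound exposure, 37 °C; CellTiter-Glo; media-only wells and DMSO plates as controls; concentration-effect fits on corrected data.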
HT1080NT lethal – qHTS for induction of synthetic lethality in tumor cells producing 2HG: qHTS for the HT-1080-NT fibrosarcoma cell line; Potency, µM (doses to about 46.1 µM), for the others: top-dose activity, negative = less viability, actives largely listed as cytotoxic; HT-1080-NT fibrosarcoma viability, CellTiter-Glo ATP luminescence, 48 h; AID 686970, 2013; 1.6% of 360,000 active;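 further: NT is the 2HG producing partner of a matched IDH1 knockdown line; potency means the concentration at half of the fitted maximal effect; 0% = DMSO-treated cells and -100% = media-only wells without cells; nearly all actives have a fitted effect of over 55% in size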
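HT-1080-NT; 750 cells/well; 5% FBS RPMI; 48 h compound, 37 degrees C; CellTiter-Glo luminescence; curve fitting and curve-class assignment.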
HT1080 IDH1KD tx – qHTS for induction of synthetic lethality in tumor cells producing 2HG: qHTS for the HT-1080-IDH1KD cell line | HT-1080 IDH1 knockdown viability, ATP luminescence, 48 h | Potency, µM (titrated, usually from 46.1 µM), without a hit: top-dose activity, negative = toxicity, most hits filed as cytotoxic | 2% of 360,000 active;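 further: potency means the concentration at half of the fitted maximal effect; 0% = DMSO wells and -100% = cell-free medium wells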
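Viability of IDH1-knockdown HT-1080 fibrosarcoma cells was assessed by CellTiter-Glo after 48 h at 37 °C with titrated compound; concentration-effect curves were classified by fit quality and response size.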
SW480 rereplic – A quantitative high throughput screen for small molecules that induce DNA re-replication in SW480 colon adenocarcinoma cells. SW480 DNA re-replication, Hoechst DNA content imaging, 48 h. Potency, µM (series often up to 46.1 µM), for inactives: at the highest dose re-replication activation, usual class: activators. 1.8% of 340,000 active; further: potency means the concentration at half of the fitted maximal effect; % of control where 0% means no effect; nearly all actives have a fitted effect of over 55% in size
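Per well, 250 cells were exposed to pinned compound for 48 hr. Nuclear DNA was visualised with Hoechst (40 min, 37 C) and total object intensity recorded by fluorescence scanning.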
ATXN viability – Viability Counterscreen for Primary qHTS for Inhibitors of ATXN expression | S2 cells (HEK-293 line with an ATXN2-luciferase reporter) viability, CellTiter-Fluor protease fluorescence, 24 h | 0.49% of 400,000 active | Potency, µM (top dose mostly 56.7 µM), most hits filed as cytotoxic | AID 651635, 2014; further: potency means the concentration at half of the fitted maximal effect; nearly all actives have a fitted effect of over 40% in size
MCF10A rereplic – A quantitative high throughput screen for small molecules that induce DNA re-replication in MCF 10a normal breast cells | 2.9% of 350,000 active | Potency, µM (doses to about 46.1 µM), for inactives: at the top dose activity, positive = re-replication, usual class: activators | AID 624296, 2012 | MCF 10A DNA re-replication, Hoechst nuclear intensity, 48 h; further: potency means the concentration at half of the fitted maximal effect; % of control where 0% means no effect; nearly all actives have a fitted effect of over 50% in size
KB-V1 cytotox – qHTS assay for MDR1-selective chemotherapeutics: Primary screen using the drug-selected MDR subline cells KB-V1. Potency, µM (top dose mostly 46.1 µM), inactives show at the highest dose activity change, negative = cytotoxicity, most hits filed as cytotoxic. KB-V1 MDR cells viability, CellTiter-Glo, 72 h. 3.4% of 400,000 active; further: potency means the concentration at half of the fitted maximal effect; on the % scale 0 is the no-effect control and ±100 the full control effect; nearly all actives have a fitted effect of over 60% in size
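Luminescent ATP read-out (CellTiter-Glo, 10 min) measures survival of drug-selected KB-V1 MDR cells after 72 h, 37 degrees C compound exposure. Medium: phenol-red-free DMEM, 10% FBS. Values from fitted concentration-response curves.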
ATXN2 expr inh – Primary qHTS for Inhibitors of ATXN expression. HEK-293 ATXN2-luciferase reporter, luminescence, 24 h. Potency, µM (doses to about 57 µM), without a hit: at the top dose activity change, negative = inhibition, actives largely listed as inhibitors. 0.72% of 360,000 active. AID 1745845, 2022; further: potency means the concentration at half of the fitted maximal effect; on the % scale 0 is the no-effect control and ±100 the full control effect; nearly all actives have a fitted effect of over 55% in size
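qHTS (up to 57 uM final) was run with 24 h compound exposure of reporter cells at 37 °C. Each well was multiplexed: SteadyGlo luminescence measured ATXN2-luciferase expression after a fluorogenic Gly-Phe-AFC viability readout (25 uM final).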
* = called active by the depositor; i = inactive; ? = inconclusive; . = no result given; [ ] = remark or other dose. Unless noted, the call rests on the fitted dose curve; in most records, active means well fitted curve in the direction sought with a large enough effect; inconclusive means small, poorly fitted or top-dose-only effect, or another doubt; inactive means no such curve, though single readings can be large; an effect the other way counts as inactive or inconclusive.

SMILES	IL-1B inflam inh	KB-3-1 cytotox	HT1080NT lethal	HT1080 IDH1KD tx	SW480 rereplic	ATXN viability	MCF10A rereplic	KB-V1 cytotox	ATXN2 expr inh
O=C(Nc1nnc(-c2ccccc2)o1)c1cccc(N2C(=O)CCC2=O)c1	0	28%	1%	4%	.	i	-1%	-16%	-6%
Cc1ccc(NC(=O)C2CCCN2S(=O)(=O)c2cccc3nsnc23)c(C)c1 (centres undefined)	.	-12%	.	.	.	i	.	-21%	-21%
CSc1ncccc1C(=O)Nc1nc2ccc(F)cc2s1	-5	?	-1%	-2%	-4%	i	-3%	?	-7%
CCC(C)OC(=O)C1=C(C)O[C@]23OC(N)=C(C#N)[C@]12C(=O)c1ccccc13 (some centres undefined)	2	-4%	-7%	4%	-4%	i	-15%	-29%	2%
CC(=O)Nc1ccc(NC(=O)CCC(=O)OCC(=O)c2ccc(C)c([N+](=O)[O-])c2)cc1	0	1%	14%	8%	-10%	i	0%	12%	-26%
CCn1c(=S)sc2c(=O)n(CC(=O)NCCCc3ccccc3)c(C)nc21	51	5%	-2%	-2%	-11%	i	7%	10%	-6%
CC(C)CCNC(=O)C1CCCN(S(=O)(=O)c2ccc(F)cc2)C1 (centres undefined)	7	6%	-2%	-4%	-5%[9.22 µM]	i	3%	-27%	-8%
Cc1ccc2oc(C(=O)N(CCO)Cc3ccccc3)c(C)c2c1	-4	0%	-3%	-10%	-4%	i	-12%	-6%	1%
CC(=O)c1ccc(NC(=S)NCCCN2CCOCC2)cc1	0	-7%	3%	3%	-56%[inhibitor]	i	3%	0%	-15%
CCn1cc(C(=O)NCc2ccc(C)cc2)c(=O)c2cc(S(=O)(=O)N3CCC(C)CC3)ccc21	.	7%	.	.	.	i	.	-19%	0%

An excerpt from above in order of number of heavy atoms, ascending:
SMILES	IL-1B inflam inh	KB-3-1 cytotox	HT1080NT lethal	HT1080 IDH1KD tx	SW480 rereplic	ATXN viability	MCF10A rereplic	KB-V1 cytotox	ATXN2 expr inh
CSc1ncccc1C(=O)Nc1nc2ccc(F)cc2s1	-5	?	-1%	-2%	-4%	i	-3%	?	-7%
CC(=O)c1ccc(NC(=S)NCCCN2CCOCC2)cc1	0	-7%	3%	3%	-56%[inhibitor]	i	3%	0%	-15%
CC(C)CCNC(=O)C1CCCN(S(=O)(=O)c2ccc(F)cc2)C1 (centres undefined)	7	6%	-2%	-4%	-5%[9.22 µM]	i	3%	-27%	-8%
CCn1c(=S)sc2c(=O)n(CC(=O)NCCCc3ccccc3)c(C)nc21	51	5%	-2%	-2%	-11%	i	7%	10%	-6%
CC(=O)Nc1ccc(NC(=O)CCC(=O)OCC(=O)c2ccc(C)c([N+](=O)[O-])c2)cc1	0	1%	14%	8%	-10%	i	0%	12%	-26%

(more compounds)
SMILES	IL-1B inflam inh	KB-3-1 cytotox	HT1080NT lethal	HT1080 IDH1KD tx	SW480 rereplic	ATXN viability	MCF10A rereplic	KB-V1 cytotox	ATXN2 expr inh
N#Cc1cccc(NC(=O)c2cc3c(s2)-c2ccc(Cl)cc2SC3)c1	.	?	.	.	.	i	.	?	-18%
Cc1cc(C(=O)CSc2nn3c(=O)c(C(C)(C)C)nnc3s2)c(C)n1-c1ccc(F)cc1	8	2%	-5%	6%	-3%	i	2%	-2%	24%
Cc1nn2c(N3CCCC3)c3c(nc2c1-c1ccccc1)CCC3	16	1%	5%	-2%	18µM*	?	7%	?	-3%
O=C(Nc1ccc(N2CCN(c3ccc(C(F)(F)F)cn3)CC2)nc1)c1cccs1	14	-1%	19%	12%	?	i	-35%[inhibitor]	2%	?
CCn1ncc([N+](=O)[O-])c1C(=O)n1nc(C)cc1C	-11	-8%	17%	11%	-3%	i	-4%	27%	19%
COc1ccc(C2C(C(=O)c3sc(C)nc3C)=C(O)C(=O)N2CCCn2ccnc2)cc1OC (centres undefined)	16	2%	-1%	-13%	-1%	i	i[0.0737 µM]	0%	11%
CCN(CC)c1c([N+](=O)[O-])c(=O)n(C)c2ccccc12	0	0%	1%	-7%	?	i	1%	?	-12%
CCN(CC)C(=O)c1ccc2nc([C@H]3C[C@H](O)[C@@H](CO)O3)[nH]c2c1	14	0%	-2%	14%	.	i	.	0%	0%
O=C1CC(=C2c3ccccc3-c3ccccc32)C(=O)N1CCCCN1CCN(c2ccccc2)CC1	-26	-3%	?	?	?	i	15%	?	-9%
O=c1[nH]c2ccccc2n1Cc1ccccc1	0	2%	6%	3%	-6%	i	4%	11%	-1%
CCOC(=O)N1CCN(C(=O)C(CC(C)C)NC(=O)C2CCCCC2)CC1 (centres undefined)	29	1%	-3%	-8%	1%	?	3%	-20%	3%
CCc1ccccc1Nc1nn2c(=O)c3ccc(C(=O)NC4CCCCC4)cc3nc2s1	.	9%	.	.	.	i	.	0%	-9%
CC(NC(=O)Cc1ccc(-c2ccccc2)cc1)c1ccccc1 (centres undefined)	-22	?	-6%	-23%	0%[9.22 µM]	i	?	?	-29%
O=C(O)c1ccc(NC(=O)c2ccc(Cl)c(S(=O)(=O)N3CCCCCC3)c2)cc1	.	6%	.	.	.	i	.	-10%	16%
CCCNc1c(NS(=O)(=O)c2c(F)c(F)c(F)c(F)c2F)c(=O)oc2ccccc12	0	?	?	?	23%	i	?	6%	-13%
CS(=O)(=O)c1ccc(Cl)c(C(=O)NC2CCSc3ccccc32)c1 (centres undefined)	5	11%	0%	-2%	-9%	i	4%	13%	16%
COc1cc(CCC(=O)NCC2CCCO2)cc(OC)c1OC (centres undefined)	19	1%	3%	8%	-1%	i	11%	13%	3%
O=C(Nc1ccccc1)C12CC3CC(C1)CC(n1cnc([N+](=O)[O-])n1)(C3)C2	22	1%	1%	5%	6%	i	2%	-3%	5%
COc1ccc(CCNC(=O)Cc2c(C)c3cc(OC)c(OC)cc3oc2=O)cc1	.	-5%	.	.	.	i	.	4%	-10%
COc1ccccc1CCNC(=O)C(=O)NCC1OCCN1S(=O)(=O)c1ccc2c(c1)OCCO2 (centres undefined)	-16	14%	-3%	-2%	-4%	i	0%	11%	-22%
COc1ccc(C2c3c(oc4ccccc4c3=O)C(=O)N2CCN2CCOCC2)cc1OC (centres undefined)	1	4%	19%	-1%	-33%[inhibitor]	i	9%	10%	3%
Cc1cccc(NS(=O)(=O)c2cc(C(=O)OC(C)C(=O)NCc3ccc4c(c3)OCO4)ccc2C)c1 (centres undefined)	0	-1%	-11%	-15%	15%	i	17%	15µM*	0%
COc1ccc(-n2nc(C(=O)NCC(=O)NCCC3=CCCCC3)c3ccccc3c2=O)cc1	-20	-5%	-12%	-10%	5%	?	10%	0%	-22%
Cc1ccc(C(=O)c2sc3nsc(C)c3c2N)cc1	-1	?	-2%	-15%	8%	i	29%	-5%	69%[activator]
C=CCNc1cc(=O)n(Cc2ccccc2)c(=O)[nH]1	18	11%	11%	7%	-10%	i	1%	11%	-14%
Cc1cc(C)n(CCc2nc3c4ccccc4n(CC#N)c(=O)n3n2)n1	5	11%	-3%	-9%	2%	i	-3%	1%	4%
COc1cc(SC)ccc1C(=O)NCc1ccc(C)cc1	-13	19%	4%	?	-2%	i	-10%	0%	2%
CC(=O)NN1C(=O)c2ccc(Oc3cccc([N+](=O)[O-])c3)cc2C1=O	8	6%	6%	10%	9%	i	19%	6%	-4%
COc1ccc(Cn2c(O)c(C=Nc3ccc(O)cc3)c3ccccc3c2=O)cc1	-54*	?	-21%	?	?	i	6.5µM*	21µM*	?
COc1cc([C@H]2[C@@H]3CCCC[C@]3(O)CCN2Cc2ccccc2F)ccc1O	-7	-16%	2%	6%	-5%	i	0%	0%	-24%
NCCNC(=O)Cn1c(=O)c2c3c(sc2n(Cc2ccccc2)c1=O)CCCC3	-78*	?	?	?	1%	?	9%	?	-20%
Cc1[nH]c2ccccc2c1NC(=O)CN1CCN(C(=O)c2ccco2)CC1	.	2%	10%	4%	-6%	?	?	4%	-39%
Cc1ccc(CCC(=O)Nc2ccc([N+](=O)[O-])cc2)o1	-74*	0%	-20%	-29%	1%	i	14%	5%	-2%
CC1Cc2ccccc2N1C(=O)CNCCCN(C)C (centres undefined)	6	-3%	11%	16%	-2%	i	6%	5%	-5%
CCC1CN(C(=O)NCc2ccccc2)c2ccccc2O1 (centres undefined)	-25	0%	2%	0%	9%	i	10%	-3%	1%
COc1cccc(Nc2ncccc2C(=O)Nc2ccccc2)c1	?	-18%	17%	14%	?	i	23µM*	0%	-12%
Cc1occc1C(=O)N/N=C/C=C/c1ccccc1	?	-8%	-8%	-6%	70%	i	29%	-3%	.
COc1cc(-c2nn3c(-c4ccccc4)nnc3s2)cc(OC)c1OC	27	?	-14%	-27%	0%	i	?	?	-17%
S=c1nc[nH]c2c1sc1nc(-c3ccccc3)c3c(c12)CCCC3	-1	-20%	-1%	-2%	1%	?	?	-9%	.
CC(C)c1ccc(NC(=O)Cn2c(=O)n(CC3CCC(C(=O)NCCc4ccccc4)CC3)c(=O)c3ccccc32)cc1 (centres undefined)	.	5%	.	.	.	i	.	1%	4%
CCS(=O)(=O)c1nc(S(=O)(=O)c2ccc(Cl)cc2)c(NCCCN2CCOCC2)s1	-51*	-19%	-11%	-1%	0%	i	2%	-16%	6%
CCOCc1nnc(NC(=O)c2ccc3c(c2)OCO3)s1	6	-1%	-28%	-4%	-10%	i	?	-14%	17%
COc1ccc(NC(=O)CCS(=O)(=O)c2cccc3nonc23)c(OC)c1	5	0%	11%	5%	0%	i	8%	5%	-2%
CCOC(=O)CNC(=O)COc1coc(CN2CCN(c3ccccc3)CC2)cc1=O	-6	10%	6%	2%	-26%	i	-3%	?	6%
COc1cc(CN2CCN(CCCc3ccccc3)CC2CCO)cc(OC)c1 (centres undefined)	-2	12%	-10%	-10%	-4%	i	7%	0%	-15%
